NCI-60 one-dose screen, 48 h, at 10 µM unless noted. Numbers give growth in % (100 = growth as untreated, 0 = no growth, -100 = all killed).
MDA-MB-468: MDA-MB-468 breast cancer; AID 2202374; 78,000 tested, 8.5% active
BT-549: BT-549 breast cancer | 78,000 tested, 4.4% active
SK-MEL-28: SK-MEL-28 melanoma; AID 1794761; 81,000 tested, 4.1% active
HS 578T: HS 578T breast cancer | 78,000 tested, 4.1% active | AID 1794788
LOX IMVI: LOX IMVI melanoma; 79,000 tested, 7.4% active; AID 1794757
MDA-MB-231: MDA-MB-231 breast cancer; 81,000 tested, 5% active; AID 1794789
MCF7: MCF7 breast cancer | 82,000 tested, 6.3% active | AID 1794796
T-47D: T-47D breast cancer. 79,000 tested, 5% active. AID 1794792
Starred values were filed as active, the others as inactive; nt = not tested or not shown; & = joins results of further samples; [ ] = dose if it differs, or a comment. The calls were made as follows: active = growth percent below 10; inactive = the rest.

SMILES	MDA-MB-468	BT-549	SK-MEL-28	HS 578T	LOX IMVI	MDA-MB-231	MCF7	T-47D
COc1ccc(-c2nc(NC(=O)CS(=O)(=O)c3ccc(F)cc3)sc2C)cc1	32	66	88	79	52	-37*	58	33
O=C1CN(CCN2CC(=O)N(Cc3ccccc3)C(=O)C2)CC(=O)N1Cc1ccccc1	107	104	107	97	96	102	95	99
CC(=O)Nc1cc(F)c2c(c1F)Cc1cc(F)ccc1-2	96	84	108	54	89	70	73	90
Cc1nc2ccc(Br)cn2c1-c1nnc(SCc2ccc(C#N)cc2)o1	81	85	91	68	100	70	65	90
COc1ccc(-c2nc3sc(C)nn3c2-c2nc3ccc(C)cc3[nH]2)cc1	112	101	101	117	102	115	97	101
CC(=O)c1ccc(NC(=O)CSc2nnc(-c3ccc4nc(-c5ccc([N+](=O)[O-])cc5)[nH]c4c3)o2)cc1	125	126	104	92	93	92	48	76
C/C=C/C/C=C/[C@H](C)C[C@H](O)[C@@H]1C[C@@H]2O[C@H]2/C=C/[C@H](O)[C@@H](O)/C=C/C[C@H](C)CC(=O)O1	99	nt	101	11	88	90	84	70
CCCCNCC(O)c1cc2c(Cl)cc(Cl)cc2c2cc(C(F)(F)F)ccc12 (stereo not drawn)	-86*	12	-88*	-52*	-78*	-75*	-84*	-75*
O=C(O)c1cn(C2CC2)c2cc(N3CCN(C(=O)CSc4nnc(-c5cc(-c6ccccc6)nc6ccccc56)o4)CC3)c(F)cc2c1=O	110	105	106	116	97	112	96	103
CCOC(=O)/C=C(/C)Sc1cc(O)ccc1O	98	102	104	118	97	104	97	102
COc1ccc(/C=C/C(=O)c2cc3c(N)c(C(=O)Nc4ccc(OC)cc4)sc3nc2C)cc1	12	25	56	8.1*	32	25	14	57
C=CCn1c(SCC(=O)Nc2ccc(C(=O)/C=C/c3cc(OC)c(OC)c(OC)c3)cc2)nnc1-c1c[nH]c2ccccc12	37	47	42	39	-65*	23	-31*	49
O=CN1N=C(c2cccc(Nc3ccncc3)c2)CC1c1ccc2c(c1)OCO2 (stereo not drawn)	89	106	98	94	95	103	82	79
CN(c1ccc(Cl)cc1)S(=O)(=O)c1ccc(-c2cnc(C3CC3)o2)cc1	23	35	65	49	13	22	15	59
O=C(CSc1nc2sc3c(c2c(=O)n1-c1ccc(Cl)cc1)CCCC3)Nc1nc(-c2cccc(Br)c2)cs1	65	92	84	73	84	81	87	77
c1ccc(Cc2ccncc2)cc1	94	115	115	94	nt	108	96	97
C=CCn1cc(-c2nc3ccccc3s2)c2cc(-c3ccc4c5c(cccc35)C(=O)N(Cc3ccccc3)C4=O)ccc21	109	103	111	95	96	97	91	104
C=CCN1C(=O)/C(=c2\sc3n(c2=O)C2C(NN=3)N(CC)C(=O)N2CC)c2ccccc21 (stereo not drawn)	16	25	62	59	29	47	17	58
N=CN	104	105	113	103	100	103	104	101
O=C(O)c1ccccc1C(=O)c1ccc(O)cc1O	102&90	100&95	99&108	109&103	93&103	94&103	90&98	94&98
Nc1nc(Nc2ccccc2SSc2ccccc2Nc2nc(N)nc(-c3ccc(I)cc3)n2)nc(-c2ccc(I)cc2)n1	109	71	95	89	-0.6*	55	76	67
CCCCCOc1ccc(N2C(=O)C(C)CNC2=S)cc1 (stereo not drawn)	95	121	112	90	102	87	105	99
CC[Si](CC)(CC)OC1[C@@H](O[Si](CC)(CC)CC)[C@@H](CNC(=O)NC)O[C@H]1n1cnc2c(NC(=O)Nc3ccccc3)ncnc21 (stereo partly drawn)	97	104	104	70	94	97	62	90
COc1ccc2[nH]c(=O)cc(-n3ncc(C(C)=O)c3C)c2c1	100	107	113	98	89	93	97	91
C=CCON(C)c1ccc([N+](=O)[O-])cc1[N+](=O)[O-]	102	99	115	120	104	109	98	nt
CC(C)C1C2=C(NCCN1C(=O)c1ccncc1)C(C)(C)N(Cc1ccccc1)C2=O (stereo not drawn)	110	104	114	109	95	100	96	103
CSc1nc2c(c(=O)n1C)CN(c1ccccc1)C(=O)CN2	99	nt	107	103	95	103	95	105
O=C1N(CCCCCCO)c2ccccc2[C@]12Oc1ccccc1[C@H]1CC(c3ccc(Br)cc3)=NN12	87	112	102	95	61	76	84	88
COC(=O)CCNS(=O)(=O)/N=C1\NC(=O)NC1=C(Cl)Cl	93	117	102	103	nt	99	92	102
O=C1CC(c2ccccc2)=C(c2ccccc2)C1	106	103	108	106	101	115	94	102
NC(=S)N/N=C1\c2cc(Cl)ccc2-c2c1cc(Cl)cc2[N+](=O)[O-]	14	51	78	74	57	63	38	22
COc1ccc(OC)c(/C=C2\Cc3cc4c(cc3C2=O)OCO4)c1	59	92	93	92	86	77	59	88
CCCCn1c(Cc2ccc(OC)cc2)nc2cc(OC)c(OC)cc2c1=O	47	nt	91	95	90	74	81	57
Cc1ncc(CCO)c2c1OC(C)(C)OC2	103	100	106	113	98	112	97	95
CC(=O)OCC1OC(n2cc(COc3ccc4ccc(=O)oc4c3)nn2)C(OC(C)=O)C(OC(C)=O)C1OC(C)=O (stereo not drawn)	85	94	106	81	104	95	87	80
CC(C)(C)n1cc(-c2ccnc(NCCCNS(=O)(=O)c3ccc(F)cc3)c2)c(-c2cccc(O)c2)n1	24	nt	39	52	-52*	33	17	31
COc1ccc(/C=N/n2c(CN3CCCCC3)nc3ccccc3c2=O)cc1	102	112	107	110	101	105	91	105
N#CC1(Nc2ccc(Br)cc2)CCCC1	89	28	96	97	66	59	68	51
CCCn1c(O)c(N=NC(=O)c2ccc(S(N)(=O)=O)cc2)c2ccccc21	104	99	108	102	105	100	94	92
COc1cc(CNC(=O)/C=C/C=C/c2ccc3c(c2)OCO3)ccc1OCc1cn(-c2ccccc2Cl)nn1	80	89	94	107	94	97	95	73
c1ccc(N[n+]2ccc3ccccc3c2)cc1	84	100	117	107	101	100	87	95
O=C(Nc1ncc(Cc2ccccc2Cl)s1)c1ccc(OCc2ccccc2)cc1	83	96	105	92	61	93	82	62
O=C1CC(c2nc3ccccc3o2)CN1Cc1ccccc1 (stereo not drawn)	100	126	115	100	99	108	92	99
CCOC(=O)Cn1c2c(sc3ncccc32)c(=O)n2nnc(-c3ccccc3)c12	116	99	107	127	95	87	87	97
Cc1ccc(-c2cnc3nonc3n2)cc1	72	104	119	103	42	94	34	50
Nc1nnc(-c2ccc3ccccc3c2O)o1	97	103	98	98	85	92	94	87
C=C(C)[C@@H]1CC[C@]2(COC(=O)c3ccccc3C(=O)O)CC[C@]3(C)[C@H](CC[C@@H]4[C@@]5(C)CC[C@H](OC(=O)c6ccccc6C(=O)O)C(C)(C)[C@@H]5CC[C@]43C)[C@@H]12	-23*[100 µM]	28[100 µM]	31[100 µM]	-3.8*[100 µM]	11[100 µM]	-26*[100 µM]	49[100 µM]	40[100 µM]
CSc1nc(N)nc2c1ncn2C1OC(CO)CC1O (stereo not drawn)	110	103	113	110	106	123	104	nt

Compounds above that contain a cyano group (2):
SMILES	MDA-MB-468	BT-549	SK-MEL-28	HS 578T	LOX IMVI	MDA-MB-231	MCF7	T-47D
Cc1nc2ccc(Br)cn2c1-c1nnc(SCc2ccc(C#N)cc2)o1	81	85	91	68	100	70	65	90
N#CC1(Nc2ccc(Br)cc2)CCCC1	89	28	96	97	66	59	68	51

New compounds follow.
SMILES	MDA-MB-468	BT-549	SK-MEL-28	HS 578T	LOX IMVI	MDA-MB-231	MCF7	T-47D
CC1(C)CC(=O)C2=C(C1)Nc1cc3c(cc1C2c1ccc2c(c1)OCO2)OCO3 (stereo not drawn)	81	94	100	91	100	98	91	92
COc1ccc(/C=N/Nc2nc(-c3no[n+]([O-])c3C)cs2)cc1	91	106	100	101	98	91	81	88
CC1(C)SC(N)=NC1=O	116	89	115	nt	103	118	106	116
CO/C(=C1/NC(=O)C(Cc2ccc(O)c(Br)c2)N(C)C(=O)C(C)NC(=O)CCC/C=C(\C)CCC(C)OC1=O)c1ccccc1 (stereo not drawn)	nt	nt	-26*	-34*	-34*	-31*	-17*	-0.2*
COc1cc(C(C)=O)cc(OC)c1OC	93	97	104	117	97	103	101	104
S=C1NCCO1	101	110	94	82	96	105	91	92
Cc1ccc2c(c1)C(=O)c1c-2c(OCCCN(C)C)nc2ccccc12	29	71	-54*	35	-72*	-23*	-76*	63
O=C(CCCCC(=O)N/N=C\c1ccccc1Cl)N/N=C\c1ccccc1Cl	19	56	85	62	64	66	38	50
CCn1cc(C(=O)N[C@H]2C(OC(C)=O)[C@@H](OC(C)=O)C(COC(C)=O)O[C@H]2OC(C)=O)c(=O)c2cc(F)c(N3CCN(C(C)=O)CC3)cc21 (stereo partly drawn)	116	107	110	101	99	105	98	112
Cc1nnc(-c2ccc3c(c2)nc(-c2ccccc2)n3C2CCCCC2)o1	122	98	119	112	97	108	94	71
Cc1cccc(NC(=S)Nc2ccc(NCc3nc4sc5c(c4c(=O)[nH]3)CCCC5)cc2)c1	109	107	112	96	101	99	89	101
Nc1cc2cc(Br)ccc2c(=O)n1NC(=O)c1ccc(Br)cc1	105	105	103	100	90	87	89	93
C=C[C@]1(C)C[C@@H](OC(=O)CSC2CC3CCC(C2)N3C)[C@]2(C)C(C)CCC3(CCC(=O)C32)[C@@H](C)[C@@H]1O (stereo partly drawn)	118	69	110	118	94	86	72	90
O=C(N=Nc1c(O)[nH]c2ccc([N+](=O)[O-])cc12)c1ccc2nc(-c3ccccc3)[nH]c2c1	11	53	61	63	nt	59	19	12
Cc1cc(NS(=O)(=O)c2ccc(NC3Nc4nc5ccccc5nc4S3)cc2)no1 (stereo not drawn)	67	99	105	101	91	89	74	80
CCOC(=O)c1c(C)nc2ccccc2c1/C=C/c1cccc(C)c1	69	81	99	126	107	99	84	38
C=CCn1c(SCC(=O)N2CCN(c3cc4c(cc3F)c(=O)c(C(=O)O)cn4C3CC3)CC2)nnc1-c1cc(OC)c(OC)c(OC)c1	105	67	106	103	93	117	81	48
CN(C)CCC(C(=O)C(Br)Br)c1ccccc1 (stereo not drawn)	93	100	109	96	99	102	93	95
CNc1ccc(C(C2=C(O)COC2=O)c2cc(OC)c(OC)c(OC)c2)cc1 (stereo not drawn)	106	105	114	108	103	131	94	99
S=C(NC1CCCCC1)C(=S)NC1CCCCC1	116	92	103	109	93	99	98	95
O=S(=O)(O)c1ccc(O)c(S(=O)(=O)O)c1	109	108	106	101	103	112	104	106
Nc1c(C(=O)c2ccccc2)nnc2ncnn12	100	nt	133	106	101	93	97	nt

No new results follow: entries from further up.
SMILES	MDA-MB-468	BT-549	SK-MEL-28	HS 578T	LOX IMVI	MDA-MB-231	MCF7	T-47D
COc1cc(C(C)=O)cc(OC)c1OC	93	97	104	117	97	103	101	104
S=C1NCCO1	101	110	94	82	96	105	91	92
Cc1ccc2c(c1)C(=O)c1c-2c(OCCCN(C)C)nc2ccccc12	29	71	-54*	35	-72*	-23*	-76*	63
O=C(CCCCC(=O)N/N=C\c1ccccc1Cl)N/N=C\c1ccccc1Cl	19	56	85	62	64	66	38	50
CCn1cc(C(=O)N[C@H]2C(OC(C)=O)[C@@H](OC(C)=O)C(COC(C)=O)O[C@H]2OC(C)=O)c(=O)c2cc(F)c(N3CCN(C(C)=O)CC3)cc21 (stereo partly drawn)	116	107	110	101	99	105	98	112
Cc1nnc(-c2ccc3c(c2)nc(-c2ccccc2)n3C2CCCCC2)o1	122	98	119	112	97	108	94	71
Cc1cccc(NC(=S)Nc2ccc(NCc3nc4sc5c(c4c(=O)[nH]3)CCCC5)cc2)c1	109	107	112	96	101	99	89	101
Nc1cc2cc(Br)ccc2c(=O)n1NC(=O)c1ccc(Br)cc1	105	105	103	100	90	87	89	93
C=C[C@]1(C)C[C@@H](OC(=O)CSC2CC3CCC(C2)N3C)[C@]2(C)C(C)CCC3(CCC(=O)C32)[C@@H](C)[C@@H]1O (stereo partly drawn)	118	69	110	118	94	86	72	90
O=C(N=Nc1c(O)[nH]c2ccc([N+](=O)[O-])cc12)c1ccc2nc(-c3ccccc3)[nH]c2c1	11	53	61	63	nt	59	19	12
Cc1cc(NS(=O)(=O)c2ccc(NC3Nc4nc5ccccc5nc4S3)cc2)no1 (stereo not drawn)	67	99	105	101	91	89	74	80
CCOC(=O)c1c(C)nc2ccccc2c1/C=C/c1cccc(C)c1	69	81	99	126	107	99	84	38
C=CCn1c(SCC(=O)N2CCN(c3cc4c(cc3F)c(=O)c(C(=O)O)cn4C3CC3)CC2)nnc1-c1cc(OC)c(OC)c(OC)c1	105	67	106	103	93	117	81	48
CN(C)CCC(C(=O)C(Br)Br)c1ccccc1 (stereo not drawn)	93	100	109	96	99	102	93	95
CNc1ccc(C(C2=C(O)COC2=O)c2cc(OC)c(OC)c(OC)c2)cc1 (stereo not drawn)	106	105	114	108	103	131	94	99

Bioassay records deposited in PubChem by NCI.
